High-throughput results: PubChem, University of Kansas High Throughput Screening Laboratory
Pf apPOL inh – Pf-apPOL DNA polymerase inhibition; Recombinant Pf-apPOL, molecular beacon fluorescence, 1.5 h; inhibition, % at 10 µM; 210,000 compounds, 0.25% hits; AID 1794808
mHTT-CaM PPI inh – disrupts binding of mutant huntingtin to calmodulin. P42858. inhibition, % at 15 µM. 190,000 compounds, 3.6% hits. AlphaScreen His-mHTT/GST-CaM binding, luminescence;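 note: 0% = both proteins with DMSO and 100% = one protein alone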
The depositor's hits bear a star; x = not tested or not shown; & = joins results of further samples. Cut-off read from the data, not from the text of the source: active = inhibition above about 50%; inactive = the rest.

SMILES	Pf apPOL inh	mHTT-CaM PPI inh
Cc1ccccc1CNC(=O)C1(C)CCCN(C(=O)Nc2cccc(F)c2)C1 (stereo not drawn)	4	-4
O=C1Nc2ccc(F)cc2/C1=C/c1ccc([N+](=O)[O-])cc1	0	27
CCCn1c(C2CCN(Cc3cccc(OCC)c3)C2)nc2cccnc21 (stereo not drawn)	-5	17
O=C(Nc1ccc(-c2nc3ccccc3s2)c(O)c1)c1cc(Br)ccc1Cl	1	-40
CCc1ccccc1N(C)C(=O)C1CCN(c2ncnc3c2nc2n3CCCCC2)CC1	-2	21
COc1cc(/C=C2\C(=O)NC(=O)N(c3ccc(Cl)cc3)C2=O)cc(Br)c1O	-5	14
Cc1oc2ccc(O)cc2c1C(O)c1ccccc1 (stereo not drawn)	5	-4
COc1cccc(C(=O)NC(c2ccccc2)c2cc(Cl)c3cccnc3c2O)c1 (stereo not drawn)	2	54*
O=C(NC1CCC(=O)N(CCOc2ccccc2)CC1)OCc1ccccc1 (stereo not drawn)	-4	0
Clc1ccccc1-c1cn2ccsc2n1	-2	2
COc1ccc(OCCN2CCCCCC2)cc1	-3	4
CC(=O)Nc1ccc2nc(SCC(=O)Nc3cccc(C)c3)sc2c1	-7	2
O=[N+]([O-])c1ccc(O)c(C=Nc2ccc3oc(Cc4ccccc4)nc3c2)c1	-4	3
Cc1ccc(-c2ccnc3c(C(=O)NCc4cccs4)cnn23)cc1C	3	-12
CC(C)(C)NS(=O)(=O)c1ccccc1[N+](=O)[O-]	-4	-8
Cc1cccc(NC(=O)CN(c2ccc(F)cc2)S(C)(=O)=O)c1	-9	-2
COCCN=C1Nc2ccccc2NC12CCCN(C(=O)CCc1c[nH]c3ccccc13)C2 (stereo not drawn)	-3	71*
CC(C)N1C(=O)c2cccnc2Sc2cc(NC(=O)c3cccc(F)c3)ccc21	-5	-3
CSc1sc(C)cc1C1C(C#N)=C(N)N(c2ccc([N+](=O)[O-])cc2)C2=C1C(=O)CCC2 (stereo not drawn)	-3	35
CCOc1ccc(C2CC(c3ccccc3)Nc3nc(N)nn32)cc1 (stereo not drawn)	-1	-7
CC(C)(C)NC(=O)/C(=C/c1cccnc1)NC(=O)c1ccco1	2	-3
c1ccc2c(c1)c1ccccc1n2CC1CS1 (stereo not drawn)	12	x
Cn1nc2sc3ccccc3n2c(=O)c1=O	2	x
O=c1c(-c2cc3ccccc3o2)coc2ccccc12	-7	-4
CC(=O)N1CCc2cc(N3CC(C(=O)NCc4ccco4)CC3=O)ccc21 (stereo not drawn)	-2	1

Further entries
SMILES	Pf apPOL inh	mHTT-CaM PPI inh
O=C(Nc1cccc(F)c1)c1cc(S(=O)(=O)NCc2ccccc2Cl)ccc1F	-6	1
CSc1sc(-c2ccon2)c(-c2ccco2)c1C#N	17	x
CC(=O)NC1=NN(C(C)=O)C(c2ccc([N+](=O)[O-])cc2)S1 (stereo not drawn)	1	2
COc1cc(OC)cc(C(=O)Nc2c3c(nn2-c2cccc(C)c2)CSC3)c1	-1	22
CC(C)(C)N(Cc1ccccc1)C(=O)CN1C(=O)c2ccccc2C1=O	-1	-4
CCOc1ccc(NC(=O)c2cccc([N+](=O)[O-])c2)cc1	-4	2
COc1cccc2c1OC(c1cccc(Cl)c1)N1N=C(c3ccco3)CC21 (stereo not drawn)	-28	12
Cc1cc([N+](=O)[O-])ccc1NC(=O)c1ccc(OCc2ccccc2)cc1	-10	-3
CCOc1ccc(NC(=O)CN2C(=O)C(c3ccccc3)=NC23CCC(C)CC3)cc1 (stereo not drawn)	-6	6
COc1ccc(C(=O)Nc2ccc(S(=O)(=O)N3CCCC3)cc2)cc1	3	8
COc1ccc(CNC(=O)C[C@H]2C(=O)N(c3ccccc3)C[C@@H]2Cc2ccccc2)cc1	-6	-1
c1ccc(-c2ccc(-c3nc(-c4ccccn4)no3)cc2)cc1	-109	-7
NCCNC1CCS(=O)(=O)C1 (stereo not drawn)	-1	-4
O=C(NCCn1ncc2c(N3CCOCC3)ncnc21)C1COc2ccccc2O1 (stereo not drawn)	-6	-14
Cc1cc(/C=C2\SC(=O)N(C)C2=O)c(C)n1-c1ccc(Br)cc1	7	14
O=C(Nc1nnc(C(F)(F)F)s1)c1cccc([N+](=O)[O-])c1	-4	-3
CS(=O)(=O)c1cccc2sc(N3CCN(C(=O)C4=COCCO4)CC3)nc12	3	-3
COc1cc([N+](=O)[O-])ccc1N=Cc1nc(-c2ccccc2Br)oc1O	-1	0
COC(=O)Nc1ccc2c(c1)Nc1ccccc1CC2	1	32
COC(=O)c1ccc(C=C2Oc3cc(OS(C)(=O)=O)cc(C)c3C2=O)cc1	-3	1
CCCCN(C)Cc1c(O)ccc2c1OC(=Cc1ccc(OC)c(OC)c1)C2=O	-13	2
O=C1CC(C(=O)N2CCCC2)CN1CCc1ccccc1 (stereo not drawn)	-6	-1
COc1cc(C2C3=C(CC(C)(C)CC3=O)OC3=C2C(=O)CC(C)(C)C3)c(Br)cc1O	3	8
CC(=O)N1CCC(n2c(C)nc(C(=O)N3CCN(c4ccccn4)CC3)c2C)CC1	-3	-3
O=C(Cc1cccs1)N1CCCC(COc2ccc(C(=O)N3CCCCC3)cc2)C1 (stereo not drawn)	3	22

Looked up one by one from the list above, six records:
SMILES	Pf apPOL inh	mHTT-CaM PPI inh
COc1cccc2c1OC(c1cccc(Cl)c1)N1N=C(c3ccco3)CC21 (stereo not drawn)	-28	12
NCCNC1CCS(=O)(=O)C1 (stereo not drawn)	-1	-4
COC(=O)c1ccc(C=C2Oc3cc(OS(C)(=O)=O)cc(C)c3C2=O)cc1	-3	1
O=C1CC(C(=O)N2CCCC2)CN1CCc1ccccc1 (stereo not drawn)	-6	-1
CS(=O)(=O)c1cccc2sc(N3CCN(C(=O)C4=COCCO4)CC3)nc12	3	-3
CCOc1ccc(NC(=O)c2cccc([N+](=O)[O-])c2)cc1	-4	2

The listing continues:
SMILES	Pf apPOL inh	mHTT-CaM PPI inh
COC(=O)c1ccc(C2c3c(oc4ccc(Br)cc4c3=O)C(=O)N2C)cc1 (stereo not drawn)	-11	-1
CCN1C(=O)Cc2cc(NC(=O)Nc3ccc(F)cc3)ccc21	-7	2
CCOc1ccc(NS(=O)(=O)c2cc(OC)ccc2OC)cc1	-5	-4
CC1N=C2c3ccccc3N=C(SCc3ccc(Cl)cc3)N2C1=O (stereo not drawn)	-4	17
Cc1cccc(C(=O)Nc2cccc(-c3ccc(N4CCN(C)CC4)nn3)c2)c1	-4	7
Cn1c(N2CCCC(C(=O)NCCCc3ccccc3)C2)cc(=O)n(C)c1=O (stereo not drawn)	2	6
COc1ccc(N=Cc2ccc(Br)c([N+](=O)[O-])c2)cc1OC	2	54*
CCSc1nnc(NC(=O)C(CC)CC)s1	-9	-3
Cc1noc(COC2CCN(C(=O)c3ccc(Cl)s3)CC2)n1	-6	0
COc1ccc(-c2csc3c(=O)n(Cc4ccccn4)cnc23)cc1	-4	-26
O=[N+]([O-])c1ccc(-n2ncnc2-c2ccccc2)cc1	-10	2
Cc1nc2cc(-c3ccccc3)nn2c(C)c1Sc1nccc(-c2cccnc2)n1	-8	x
O=C(Cc1ccc(F)cc1)NCc1nnc2n1CCCC2	-12	-8
COc1ccc2oc(=O)c3c(c2c1)CC(C(F)(F)F)S3 (stereo not drawn)	0	-5
COc1cc(C=Nc2ccc(Cl)c(Cl)c2)ccc1O	3	2
COc1ccc(C2=N/C(=C\c3sccc3C)C(=O)O2)c(Cl)c1	-3	4
CCC1CCCCN1S(=O)(=O)c1ccc(Cl)cc1 (stereo not drawn)	3	-23
COc1cccc(NC(=O)C2CCCN(C(=O)c3cccc(C(F)(F)F)c3)C2)c1 (stereo not drawn)	-1	32
Cc1ccccc1CSC1=NCCN1C(=O)C12CC3CC(CC(C3)C1)C2	-9	-8
CCn1nccc1C(=O)N1CCC2(CC1)Nc1cccnc1NC2=NCc1ccccc1	-3	3
COc1ccc(Cl)cc1NC(=O)CN(c1cccc(C)c1C)S(C)(=O)=O	-2	37
COc1ccc(OCC(=O)NC2C3CC4CC(C3)CC2C4)cc1 (stereo not drawn)	-5	-12
O=C(Nc1ccc(F)cc1)Nc1ccc2nccnc2c1	1	4
CCCCOc1ccc(N2C(=O)CC(NCCc3ccccc3)C2=O)cc1 (stereo not drawn)	6	0
COc1nccnc1NS(=O)(=O)c1ccc(NC(=O)COc2cc(C)c(Cl)c(C)c2)cc1	9	50*

One compound at a time (already shown):
CC1N=C2c3ccccc3N=C(SCc3ccc(Cl)cc3)N2C1=O (stereo not drawn) is entered as Pf apPOL inh = -4; mHTT-CaM PPI inh = 17
CC(=O)Nc1ccc2nc(SCC(=O)Nc3cccc(C)c3)sc2c1 is entered as Pf apPOL inh = -7; mHTT-CaM PPI inh = 2

(continued)
SMILES	Pf apPOL inh	mHTT-CaM PPI inh
CCC(C)NC(=O)c1nn2c(c1Br)NC(c1cccs1)CC2C(F)(F)F (stereo not drawn)	-2	7
O=S(=O)(c1ccc2c(c1)C(=NO)c1cc(S(=O)(=O)N3CCCC3)ccc1-2)N1CCCC1	11	1
O=C1CCCC2=C1C(c1ccc(O)cc1)C1=C(CCCC1=O)O2	0	-2
OCCNc1nc(Cl)nc(Nc2ccc(Cl)cc2)n1	-2	-1
Cn1ccc2c(/C=C/c3ccc(F)cc3)cc3c(c21)C1CCC3C1 (stereo not drawn)	-5	-60
O=C(OCCCCOC(=O)c1ccccc1)c1ccccc1	-7	x
CC(C)(C)C1=CC(=Cc2cc(C(C)(C)C)c(O)c(C(C)(C)C)c2)C=C(C(C)(C)C)C1=O	x	18
COc1cccc(C2CC(c3ccc(Cl)cc3)n3nc(N)nc3N2)c1 (stereo not drawn)	5	-2
CCc1ccc(-c2ccc(OC(=O)c3ccc(C(F)(F)F)cc3[N+](=O)[O-])cc2)cc1	-37	x
N#Cc1n[nH]nc1-c1ccc(OC(=O)c2ccc(Cl)cc2)cc1	-24&-4	x
C/C(Nc1ccc(Br)cc1)=C(/C#N)C(N)=O	-1	-5
O=C(Nc1cccc(Br)c1)c1c(O)c2cccc3c2n(c1=O)CCC3	-7	-3
CCc1ccc(N2C(=O)CC(NC34CC5CC(CC(C5)C3)C4)C2=O)cc1 (stereo not drawn)	-3	-1
Cc1nc(-c2cc(S(=O)(=O)N3CCCC3)c(C)n2C)sc1C	-2	-7
COCCOC(=O)c1c(C)oc2cc(Br)c(OCC=C(C)C)cc12	-2	-16
COCc1cc(=O)n2[nH]c(C)c(-c3ccccc3)c2n1	0&-3	-3&-2
O=C(NC1CC1)c1cc2nc(-c3ccco3)cc(C(F)(F)Cl)n2n1	2	10
COc1cc(OC)c(OC)cc1C=C1Oc2cc(OS(C)(=O)=O)ccc2C1=O	-9	2
O=C(O)CN(CCc1ccccc1)CC(=O)O	-6	-4
C=CCNc1nc(N)n(-c2ccccc2)n1	-7	-4
Cc1ccc2nc(N3CCC(C(=O)NCc4ccco4)CC3)[nH]c2c1	-12	-1
Cc1c(C(=O)N2CCN(c3ccccn3)CC2)sc2ncn(C)c(=O)c12	4	-4
COc1cccc(C(=O)N2CCC(COc3ccccc3C(=O)NC3CC3)CC2)c1	45	-3
Nc1ccc(C(=O)O)c(NC(=O)c2ccco2)c1	-4	0
O=C(c1cccs1)N1CCN(c2cccc(Cl)c2)CC1	2	5

Of the compounds above, these have a COOH group:
SMILES	Pf apPOL inh	mHTT-CaM PPI inh
O=C(O)CN(CCc1ccccc1)CC(=O)O	-6	-4
Nc1ccc(C(=O)O)c(NC(=O)c2ccco2)c1	-4	0

(list continues)
SMILES	Pf apPOL inh	mHTT-CaM PPI inh
CC(/C=C1\N=C(c2ccccc2C)OC1=O)=C\c1ccccc1	-2	19
Cc1nc(SCC(=O)Nc2nc(-c3ccccc3)cs2)n[nH]1	-3	8
N#CCSc1nc2ccccc2c2nc(-c3ccc([N+](=O)[O-])cc3)nn12	1	-4
CC1=NN(CC(=O)c2ccc(F)cc2)c2nc3c(c(=O)n(C)c(=O)n3C)n2C1	-11	-7
COC(=O)c1snc(-c2c(Cl)cccc2Cl)c1C(=O)OC	-12	x
CC1CN(C(=O)c2cccc(F)c2)CC1c1nc(-c2cccnc2)no1 (stereo not drawn)	-4	5
O=C(CC1CCCCN1S(=O)(=O)c1ccc(Cl)cc1)NCc1ccco1 (stereo not drawn)	0	1
Cc1sc2nc(SCc3ccc(C(=O)NCCO)cc3)nc(N)c2c1C	-9	9
Cn1cccc(C(=O)Nc2cccc(-c3ccc4nnc(-c5cccs5)n4n3)c2)c1=O	-4	6
COc1ccc(OC)c(NC(=O)N2CCCC2c2ccccc2C)c1 (stereo not drawn)	-4	19
COc1cccc(CN2CCCC2c2c(C)noc2C)c1OC (stereo not drawn)	-3	0
CCOc1ccc(NC(=O)c2noc3c2CCCC3)cc1	-5	-2
Cc1c(S(=O)(=O)c2ccc(Cl)cc2)csc1C(=O)O	-6	x
CN(C)c1ncncc1N1CCC(C(=O)NCCCN2CCCC2=O)CC1	-6	3
O=C(Cc1ccccc1)NC1CCN(c2ccccc2C(=O)N2CCCCC2)CC1	-5	4
O=c1oc(-c2ccc(Cl)c([N+](=O)[O-])c2)nc2cc(Cl)ccc12	-8	7
NC(=NOC(=O)C(Cl)Cl)c1cccc(-n2cccc2)c1	5	x
COc1ccccc1-n1nc(C(=O)NCC2CCCO2)c2ccccc2c1=O (stereo not drawn)	-5	1
CCN(Cc1cc(-c2ccc(C)c(C)c2)on1)C(=O)c1ccc(C)cc1	2	5
CCOC(=O)C1CCN(c2nc(-c3cccc(C)c3)nnc2C)CC1	-1	58*
Cn1cc(CC(=O)NC2CC2)c2cccnc21	6	-11
O=S(=O)(c1cccnc1)N1CCCC(c2nnc(C(F)(F)F)o2)C1 (stereo not drawn)	-4	-15
